# Vif-APOBEC3F blk = Vif-A3F binding inhibition; Potency, µM (top dose mostly 46.1 µM), inactives show at the top dose activity, negative = active; HeLa A3F-eYFP + Vif (tagged APOBEC3F with the HIV-1 protein that degrades it), YFP fluorescence increase; 390,000 compounds, 0.2% hits; note: potency is the fitted concentration of half-maximal effect; % of control where 0% means no effect; nearly all actives have a fitted effect of over 65% in size
#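 Fluorescence increase (Ex 488/Em 500-530) after overnight compound treatment at 37 deg C flags inhibition of Vif-driven A3F-eYFP loss in stable HeLa A3F-eYFP/Vif cells seeded overnight beforehand.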
# IDH1 R132H inh = blocks human mutant IDH1 R132H enzyme; 390,000 compounds, 0.093% hits; Potency, µM (doses to about 76.6 µM), without a hit: top-dose activity change, negative = inhibition, hits mostly inhibitors; IDH1-R132H enzyme, NADPH consumption, diaphorase/resazurin fluorescence; O75874; note: potency is the fitted concentration of half-maximal effect; % is set by controls: 0 for no effect and ±100 for the full control effect; nearly all actives have a fitted effect of over 65% in size
#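 IDH1-R132H (0.5 ug/mL dispensed) in pH 7.5 Tris buffer was preincubated 30 min with compound, then given a substrate mix of 0.016 mM NADPH and 2 mM alpha-KG for 80 min at room temperature; remaining NADPH was read by diaphorase/resazurin fluorescence.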
# PI4K2A block = blocks human PI4K2A kinase activity | activity change, negative = inhibition, % at 76.9 µM | purified PI4K2A, ADP-Glo luminescence, 1 h; active compounds read low | AID 1346378 | Q9BTU6 | 420,000 compounds, 0.13% hits; in the data active = activity change below about -50%; inconclusive = mostly about -30% to -49%;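 note: -100% = wells without enzyme as full effect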
#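 PI4K2A activity was measured by ADP-Glo luminescence: enzyme (4 ug/mL stock) and phosphatidylinositol (1.2 mM stock) in Tris pH 7.5/MgCl2/EGTA/Triton X-100 buffer were reacted with ATP (300 microM stock) for one hour at ambient temperature.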
# LDHA inh = LDHA (human) enzyme inhibition; P00338; 480,000 compounds, 0.15% hits; activity change, % (values are at about 110 or 230 µM); purified LDHA, NADH/diaphorase-resazurin fluorescence; active compounds read low; in the data active = activity change below about -30%; inconclusive = mostly about -25% to -30%;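 note: plate controls were DMSO wells for no effect and wells without enzyme for full effect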
#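 Resorufin fluorescence (ex540/em590), read at 0 and 20 min after diaphorase/resazurin addition, reports the NADH left after a 5 min room-temperature reaction of 2 nM human LDH5 with 0.06 mM NADH and 0.2 mM pyruvate.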
# RXFP1 agonist = activates the human relaxin receptor RXFP1. HEK293T-RXFP1 cAMP TR-FRET, 30 min; response scale: percent of porcine relaxin response, buffer zero. 370,000 compounds, 0.3% hits. Potency, µM (series often up to 57.5 µM), for the others: at the top dose activation, most hits filed as activators. Q9HBX9; note: potency is the fitted concentration of half-maximal effect; % is set by controls: 0 for no effect and ±100 for the full control effect; nearly all actives have a fitted effect of over 60% in size; many of its hits are not listed in these tables
#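 Agonist response is measured as cAMP accumulation in an RXFP1-transfected HEK293T line under PDE4 inhibition. Values are scaled between buffer-only and 29 nM porcine relaxin, and EC50s come from standard Hill equation fits.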
# Glioma ERSR ind = ER stress response induction in glioma; AID 602332; Potency, µM, for the others: top-dose activation, actives largely listed as activators; 420,000 compounds, 0.02% hits; U87-MG GRP78 promoter luciferase reporter, 16 h; note: potency is the fitted concentration of half-maximal effect; series mostly up to about 76 µM; % of control where 0% means no effect; nearly all actives have a fitted effect of over 35% in size
#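 Stably transfected U87-MG glioma cells carrying a GRP78-based luciferase sensor; 16 h compound incubation. Luminescence end-point read 10 min after Bright-Glo addition at room temperature.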
# USP1-UAF1 inh = inhibitors of human USP1/UAF1 deubiquitinase; Potency, µM (series often up to 57.1 µM), without a hit: top-dose activity change, negative = inhibition, actives largely listed as inhibitors; O94782; recombinant USP1/UAF1, Ub-Rhodamine cleavage fluorescence; 390,000 compounds, 0.23% hits; note: potency is the fitted concentration of half-maximal effect; % is set by controls: 0 for no effect and ±100 for the full control effect; nearly all actives have a fitted effect of over 60% in size; inactives centre near -12
# Target sequence (O94782 whole entry, looked up): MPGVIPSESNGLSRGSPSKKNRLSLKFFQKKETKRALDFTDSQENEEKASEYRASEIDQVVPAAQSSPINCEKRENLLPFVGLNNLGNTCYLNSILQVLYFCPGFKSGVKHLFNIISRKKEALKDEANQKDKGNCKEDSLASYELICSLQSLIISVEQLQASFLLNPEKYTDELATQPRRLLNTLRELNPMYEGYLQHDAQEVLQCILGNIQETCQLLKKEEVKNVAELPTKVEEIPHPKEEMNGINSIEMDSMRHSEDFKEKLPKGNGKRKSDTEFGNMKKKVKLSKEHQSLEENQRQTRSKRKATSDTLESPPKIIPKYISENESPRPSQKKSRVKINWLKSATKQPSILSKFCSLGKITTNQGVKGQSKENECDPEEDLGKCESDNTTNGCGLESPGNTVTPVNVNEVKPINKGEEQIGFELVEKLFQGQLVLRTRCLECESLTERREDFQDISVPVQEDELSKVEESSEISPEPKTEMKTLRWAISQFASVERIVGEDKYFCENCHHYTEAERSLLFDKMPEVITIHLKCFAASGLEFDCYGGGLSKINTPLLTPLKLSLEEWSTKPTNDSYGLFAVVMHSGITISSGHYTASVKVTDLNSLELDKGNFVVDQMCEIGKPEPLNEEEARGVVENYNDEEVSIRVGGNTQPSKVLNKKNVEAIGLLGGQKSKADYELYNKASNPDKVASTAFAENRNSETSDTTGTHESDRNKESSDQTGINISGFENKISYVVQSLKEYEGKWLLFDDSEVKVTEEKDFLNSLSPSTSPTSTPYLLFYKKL
#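 In this screen, compounds sit with the deubiquitinase complex (1nM) for 15 min at room temperature before Ub-Rho is added at 150nM final. Fluorescence rise is then followed for 6 reads every 60 seconds.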
# TrxR1 substrate = substrates of rat thioredoxin reductase 1; 390,000 compounds, 0.01% hits; purified TrxR1 substrate turnover, NADPH consumption readout; O89049; Potency, µM (series often up to 114 µM), for inactives: at the top dose activity change, negative = substrate turnover; note: potency is the fitted concentration of half-maximal effect; % is set by controls: 0 for no effect and ±100 for the full control effect; nearly all actives have a fitted effect of over 50% in size
#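 Rat TrxR1, dispensed at 90 nM, was prereduced with 400 uM NADPH (final) for 5 min at ~22 deg C, then incubated with compound 15 min before 400 uM selenite. A first-read NADPH fluorescence drop versus no-compound background flagged substrates.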
# Vif-A3G inh = Vif-A3G binding inhibition. Q9HC16. HeLa A3G-eYFP + Vif (tagged APOBEC3G with the HIV-1 protein that degrades it), YFP fluorescence, overnight. Potency, µM (titrated, usually from 46.1 µM), for the others: top-dose activity, negative = active, hits mostly inhibitors. 410,000 compounds, 0.076% hits. AID 602310;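 note: potency is the fitted concentration of half-maximal effect; % is set by controls: 0 for no effect and ±100 for the full control effect; nearly all actives have a fitted effect of over 60% in size; hits raise eYFP signal because A3G escapes Vif-driven loss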
#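 Read-out is eYFP fluorescence (Ex 488/Em 500-530) from Vif-expressing HeLa A3G-eYFP cells; more signal means A3G escaped Vif-mediated degradation. Cells plated overnight, compound pinned in, incubated overnight at 37 deg C.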
# * hit, by the source's call; ? = inconclusive; · = not tested or not shown; & = joins results of further samples; [ ] = remark or other dose. Unless noted, calls come from the whole dose curve; as a rule, active = well fitted curve in the direction sought with a large enough effect; inconclusive = small, poorly fitted or top-dose-only effect, or another doubt; inactive = no such curve, though single readings can be large; an effect the other way counts as inactive or inconclusive. This is a subset; the hit share may differ from the screen's.
SMILES,Vif-APOBEC3F blk,IDH1 R132H inh,PI4K2A block,LDHA inh,RXFP1 agonist,Glioma ERSR ind,USP1-UAF1 inh,TrxR1 substrate,Vif-A3G inh
COCCNC(=O)CN(c1cc(C(F)(F)F)ccc1Cl)S(C)(=O)=O,7%,2%,2,1,1.5%,0%,-11%,-4%,0%
COCCSc1ccccc1C(=O)Nc1ccc(S(=O)(=O)N2CCOCC2)cc1,-5%,4%,2,-1,-1.7%,-3%,-12%,6%,-9%
CC1=C/C(=N\OS(=O)(=O)c2ccccc2)C(C(C)C)=CC1=O,-15%,24%,-9,38,0.0%,-13%,-19%,-13%,-18%
COc1ccccc1-c1ccc(=O)n(CC(=O)Nc2ccc(C(=O)N3CCCC3)cc2)n1,-8%,-1%,-2,-14,2.2%,1%,0%,-2%,1%
S=c1[nH]c(-c2ccccc2)cs1,-6%,-5%,-2,5&-4,3.1%,2%,-5%,-9%,3%
CC1(C(=O)NCc2cccnc2)Cc2c(-c3cccc(C(F)(F)F)c3)ccnc2O1 (configuration not stated),·,·,-2,0,·,-5%,·,·,?
NC1=NC(=O)/C(=C/c2cn(CCC(=O)O)nc2-c2ccc(F)cc2)S1,0%,9%,3,-8,3.9%,-6%,-4%,-3%[57.1 µM],0%
OCCC1CN(Cc2nc(-c3ccc(F)cc3)cs2)CCN1CCc1ccccc1 (configuration not stated),-16%,1%,2,-5,-0.3%,-3%,0%,-2%,-4%
Cc1csc(=O)n1CCC(=O)OCC(=O)N(C)c1c(N)n(Cc2ccccc2)c(=O)[nH]c1=O,-1%,-1%,-4,1,·,-4%,-12%,·,3%
O=S(=O)(Cc1cnc(Cl)s1)c1ccccc1,-22%,1%,0,-4,0.0%,0%,-21%,-1%,1%
CCOc1ccc(Cn2nnc3c(=O)[nH]c(C4CCN(C(=O)c5ccccc5)CC4)nc32)cc1,2%,-10%,0,-5,-0.2%,-6%,1%,5%,2%
C[C@@H]1CN([C@H](C)CO)C(=O)CCCn2cc(nn2)CO[C@H]1CN(C)S(=O)(=O)c1ccc(Oc2ccccc2)nc1,-1%,-3%,-1,-14,·,1%,-7%,·,1%
O=C(Nc1ccc(O)cc1)c1ccc2c(c1)C(=O)N(N1C(=O)c3ccccc3C1=O)C2=O,3%,-13%,-4,-4,0.9%,-4%,-6%,2%,1%
O=C(CCCc1nc(-c2ccc(Cl)cc2)no1)NCc1ccco1,6%,-8%,-4,-13,-0.9%,-2%,-13%,35%[activator],-3%
O=C(CN1C(=O)CSc2ccc(C(F)(F)F)cc21)Nc1ccccc1,-3%,5%,1,-4,0.5%,-5%,-11%,5%[57.1 µM],0%
CCCN1C2CCCC1CC(NC(=S)Nc1cccc(C)c1C)C2 (configuration not stated),6%,-1%,1,-10,-0.6%,-3%,-9%,-1%,-4%
Cc1ccccc1-c1cccc([C@@H]2C[C@H]3CN(Cc4cccnc4)C(=O)[C@]34CCCN24)c1,4%,1%,2,1,-1.5%,1%,-5%,7%[57.1 µM],-1%
CC(=O)c1ccc(NC(=O)c2cc(=O)[nH]c3ccccc23)cc1,2%,0%,0,-4,4.6%,2%,-13%,-15%,-1%
O=C(O)CCC1(C(=O)O)OCCc2ccccc21 (configuration not stated),-7%,6%,-1,-5,0.2%,-3%,4%,-2%,0%
CCn1ccc2cc(S(=O)(=O)N3CCC(C(=O)NCCc4ccccc4)CC3)ccc21,3%,-6%,2,-1,0.1%,-3%,?,1%[57.1 µM],-1%

# Given with tabs: entries from further up.
SMILES	Vif-APOBEC3F blk	IDH1 R132H inh	PI4K2A block	LDHA inh	RXFP1 agonist	Glioma ERSR ind	USP1-UAF1 inh	TrxR1 substrate	Vif-A3G inh
Cc1csc(=O)n1CCC(=O)OCC(=O)N(C)c1c(N)n(Cc2ccccc2)c(=O)[nH]c1=O	-1%	-1%	-4	1	·	-4%	-12%	·	3%
O=S(=O)(Cc1cnc(Cl)s1)c1ccccc1	-22%	1%	0	-4	0.0%	0%	-21%	-1%	1%
CCOc1ccc(Cn2nnc3c(=O)[nH]c(C4CCN(C(=O)c5ccccc5)CC4)nc32)cc1	2%	-10%	0	-5	-0.2%	-6%	1%	5%	2%
C[C@@H]1CN([C@H](C)CO)C(=O)CCCn2cc(nn2)CO[C@H]1CN(C)S(=O)(=O)c1ccc(Oc2ccccc2)nc1	-1%	-3%	-1	-14	·	1%	-7%	·	1%
O=C(Nc1ccc(O)cc1)c1ccc2c(c1)C(=O)N(N1C(=O)c3ccccc3C1=O)C2=O	3%	-13%	-4	-4	0.9%	-4%	-6%	2%	1%
O=C(CCCc1nc(-c2ccc(Cl)cc2)no1)NCc1ccco1	6%	-8%	-4	-13	-0.9%	-2%	-13%	35%[activator]	-3%
O=C(CN1C(=O)CSc2ccc(C(F)(F)F)cc21)Nc1ccccc1	-3%	5%	1	-4	0.5%	-5%	-11%	5%[57.1 µM]	0%
CCCN1C2CCCC1CC(NC(=S)Nc1cccc(C)c1C)C2 (configuration not stated)	6%	-1%	1	-10	-0.6%	-3%	-9%	-1%	-4%
Cc1ccccc1-c1cccc([C@@H]2C[C@H]3CN(Cc4cccnc4)C(=O)[C@]34CCCN24)c1	4%	1%	2	1	-1.5%	1%	-5%	7%[57.1 µM]	-1%
CC(=O)c1ccc(NC(=O)c2cc(=O)[nH]c3ccccc23)cc1	2%	0%	0	-4	4.6%	2%	-13%	-15%	-1%
O=C(O)CCC1(C(=O)O)OCCc2ccccc21 (configuration not stated)	-7%	6%	-1	-5	0.2%	-3%	4%	-2%	0%
CCn1ccc2cc(S(=O)(=O)N3CCC(C(=O)NCCc4ccccc4)CC3)ccc21	3%	-6%	2	-1	0.1%	-3%	?	1%[57.1 µM]	-1%

# (next part)
SMILES,Vif-APOBEC3F blk,IDH1 R132H inh,PI4K2A block,LDHA inh,RXFP1 agonist,Glioma ERSR ind,USP1-UAF1 inh,TrxR1 substrate,Vif-A3G inh
CCN(CC)CCCC(C)NC(=O)c1ccc(C(F)(F)F)cc1 (configuration not stated),-17%,5%,-4,-8,0.4%,-3%,10%,2%[57.1 µM],-1%
CN(CCO)c1nc(NCc2ccccc2)c2cnn(C)c2n1,3%,-3%,0,-6,-1.1%,-2%,-11%,6%,0%
O=C(NCc1ccc2c(c1)OCO2)c1ccc(=O)[nH]c1,0%,-1%,7,-5,-0.1%,-4%,2%,6%[57.1 µM],-2%
Cc1ccc(C(=O)N/N=C/c2cn(Cc3ccccc3)c3ccccc23)cn1,-4%,4%,6,-1,-1.2%,-3%,-18%,-12%,-20%
c1cc2nncn2nc1N1CCCC1,4%,-2%,3,1,16%,1%,-6%,-8%,2%
COc1ccccc1NC(=O)C(C)OC(=O)c1cc2ccccc2[nH]1 (configuration not stated),-14%,-9%,1,-2,1.3%,2%,-23%,8%,4%
CC(C)OC(=O)CCNc1n[nH]c(=O)[nH]c1=O,-8%,-1%,0,-3,0.2%,-3%,0%,-4%,1%
O=C(Nc1cccc(C(F)(F)F)c1)C1CCN(S(=O)(=O)c2cccnc2)CC1,3%,3%,5,-4,-0.2%,-2%,-22%,-2%,-1%
CCOC(=O)c1c(NC(=O)COC(=O)Cn2cnc3ccccc32)sc(C)c1C,3%,4%,-2,3,1.1%,-4%,-12%,6%[57.1 µM],-13%
CN(C)C(=O)CCC(=O)N1CCCC(C(=O)c2ccc(C(F)(F)F)cc2)C1 (configuration not stated),5%,-1%,-4,0,0.2%,-2%,-16%,13%,-1%
COCCn1c(SCC(=O)Nc2ccc(C(C)=O)cc2)nnc1-c1ccco1,-1%,15%,5,-4,-0.8%,3%,-10%,4%[57.1 µM],-3%
N#CC(C#N)=NNc1ccc(S(=O)(=O)N2CCCCC2)cc1,-10%,-19%,-6,-11,-1.0%,-5%,-22%,-12%,2%
Cc1ccc2c(=O)cc(C(=O)NCCc3ccc(S(N)(=O)=O)cc3)oc2c1C,0%,-12%,3,-2,8.8%,-2%,-5%,1%,-1%
O=C(Nc1cccc(S(=O)(=O)N2CCOCC2)c1)C1CCCCN1S(=O)(=O)c1ccccc1 (configuration not stated),5%,8%,-1,-6,0.0%,-1%,-9%,2%,-1%
O=C(NNC1=C(C(=O)C(F)(F)F)CCC1)c1ccccc1O,0%,21%,10,-6,0.6%,11%,-18%,-11%,-1%
CCNc1nnc(SCC(=O)c2cc(C)n(C3CC3)c2C)s1,0%,11%,0,2,0.0%,-1%,-12%,-10%,-12%
Cc1ccc2nsnc2c1NC(=O)c1sc2ccccc2c1Cl,1%,4%,-1,-1,?,-1%,-12%,-7%,-4%
CC(C)OCCCNC(=S)Nc1ccc(S(N)(=O)=O)cc1,1%,8%,-3,-12,0.1%,-6%,-18%,-9%[11.4 µM],1%
Cc1ccc(CS(=O)(=O)c2cn(CC(=O)N(C)c3ccccc3)c3ccccc23)cc1,-1%,8%,-2,-2,-1.1%,-1%,?,-8%,1%
C/C(NCc1ccccc1)=C(\C#N)C(=O)NCc1ccccc1,1%,6%,-14,-3,0.1%,3%,-9%,-7%,-9%

# High-throughput results: PubChem BioAssay, National Center for Advancing Translational Sciences (NCATS)
